Screening data deposited in PubChem BioAssay by National Center for Advancing Translational Sciences (NCATS).
AmpC detergent = inhibitors of E. coli AmpC beta-lactamase with detergent. AmpC hydrolysis of nitrocefin, absorbance 480 nm, 0.01% Triton. 370,000 compounds, 0.041% hits. Potency, µM (top dose mostly 114 µM), inactives show at the top dose activity change, negative = inhibition, usual class: inhibitors. AID 485294;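 further: potency means the concentration at half of the fitted maximal effect; 0% = no-compound wells and -100% = no-enzyme wells; nearly all actives have a fitted effect of over 25% in size; some results filed as inactive show a strong effect at the top dose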
Target sequence (P00811 whole entry, looked up): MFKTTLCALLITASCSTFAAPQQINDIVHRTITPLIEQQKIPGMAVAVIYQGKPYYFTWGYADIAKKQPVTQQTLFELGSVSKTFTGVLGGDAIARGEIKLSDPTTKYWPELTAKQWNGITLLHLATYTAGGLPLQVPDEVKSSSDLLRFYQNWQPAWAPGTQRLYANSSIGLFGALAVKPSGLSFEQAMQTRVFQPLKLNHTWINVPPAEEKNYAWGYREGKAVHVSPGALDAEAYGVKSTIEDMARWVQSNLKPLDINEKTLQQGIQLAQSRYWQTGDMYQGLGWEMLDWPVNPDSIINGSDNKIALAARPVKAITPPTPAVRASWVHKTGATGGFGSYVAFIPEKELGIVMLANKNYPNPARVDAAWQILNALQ
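20 mM phosphate pH 7.0 + 0.01% (detergent screen) or 0.0001% Triton X-100; 5.3 nM AmpC reagent; cpd preinc 15 min RT; nitrocefin (800 uM stock) to start; A480 q20 s × 4 min; Activity was normalised to no-enzyme and no-compound control wells.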
Sm TGR block = S. mansoni TGR enzyme inhibition. Potency, µM (highest dose often 114 µM), inactives show at the highest dose activity change, negative = inhibition, hits mostly inhibitors. 360,000 compounds, 3% hits. AID 485364. Q962Y6. purified TGR, DTNB reduction, TNB absorbance 405 nm; further: potency means the concentration at half of the fitted maximal effect; nearly all actives have a fitted effect of over 60% in size
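Kinetic colorimetric format: TGR-catalysed, NADPH-driven DTNB reduction monitored via TNB absorbance. Enzyme dispensed at 20 nM; compound exposure 15 min at room temperature before reaction start.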
AmpC inh no detg = inhibitors of E. coli AmpC beta-lactamase without detergent; 330,000 compounds, 0.52% hits; Potency, µM (doses to about 57.1 µM), inactives show at the top dose activity change, negative = inhibition, actives largely listed as inhibitors; P00811; AID 485341; AmpC nitrocefin hydrolysis, absorbance 480 nm, 0.0001% Triton;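 further: potency means the concentration at half of the fitted maximal effect; plate controls were no compound for no effect and no enzyme for full effect; nearly all actives have a fitted effect of over 20% in size; some results filed as inactive show a strong effect at the top dose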
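AmpC (5.3 nM in the dispensed reagent) in 20 mM phosphate pH 7.0 with 0.01% (detergent screen) or 0.0001% Triton X-100 was preincubated with compounds for 15 min at room temperature. Nitrocefin was then added from an 800 uM solution, and hydrolysis was followed at 480 nm.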
HCV inh = blocks hepatitis C virus. AID 651820. Potency, µM (titrated, usually from 41.8 µM), inactives show top-dose activity change, negative = inhibition, usual class: inhibitors. Huh7.5.1 HCVcc-Cre infection, luciferase reporter, 44 h. 340,000 compounds, 3.4% hits; further: potency means the concentration at half of the fitted maximal effect
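1,000 cells/well; 4 h culture; + compound; + HCVcc-Cre (~0.5 moi); 44 h; luciferase substrate, RT 15 min; read 15 sec.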
Giardia FBPA inh = blocks Giardia fructose-bisphosphate aldolase activity. purified Giardia FBPA. Potency, µM (doses to about 59.6 µM), for the others: at the top dose activity, negative = inhibition, actives largely listed as inhibitors. 290,000 compounds, 0.71% hits; further: potency means the concentration at half of the fitted maximal effect; nearly all actives have a fitted effect of over 55% in size
Target sequence (A8B2U2 whole entry, looked up): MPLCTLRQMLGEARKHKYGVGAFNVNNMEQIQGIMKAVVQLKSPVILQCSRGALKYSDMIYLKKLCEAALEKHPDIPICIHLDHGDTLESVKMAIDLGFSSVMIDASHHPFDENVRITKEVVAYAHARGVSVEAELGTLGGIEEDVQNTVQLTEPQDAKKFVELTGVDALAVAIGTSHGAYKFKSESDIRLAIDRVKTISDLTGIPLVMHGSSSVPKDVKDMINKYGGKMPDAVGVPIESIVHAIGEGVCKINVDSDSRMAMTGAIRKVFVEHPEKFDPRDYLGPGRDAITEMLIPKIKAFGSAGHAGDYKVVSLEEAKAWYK
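40 nM FBPA preincubated 10 min at RT with compound (up to 57.5 uM final), then substrate plus GAPDH/TPI/NAD/arsenate coupling and diaphorase/resazurin added. Fluorescence read after 20 min at RT, 525/598 nm.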
HCMV inh = inhibitors of human cytomegalovirus; HFF cells, HCMV-luciferase reporter, 72 h; hits give low values; 410,000 compounds, 4.5% hits; AID 1259415; activity change, negative = inhibition, % at 57.5 µM; in the data active means activity change below about -60%; inconclusive means no clear call, values can overlap the other calls; inactive means above about -39%
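Cell-based, HFFs, 1000 cells/well, 16 h 37C; cpds in DMSO + HCMV-luc, MOI 1 PFU/cell; 72 h 37C; OneGlo luminescence after 5 min RT; norm. to buffer vs Salinomycin 10uM.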
* hit, by the source's call; ? = inconclusive; / = not tested or not shown; & = joins results of further samples; [ ] = remark or other dose. Unless noted, the call rests on the fitted dose curve; in most records, active means well fitted curve in the direction sought with a large enough effect; inconclusive means small, poorly fitted or top-dose-only effect, or another doubt; inactive means no such curve, though single readings can be large; an effect the other way counts as inactive or inconclusive. Unless noted, on the % scale 0 is the no-effect control and ±100 the full control effect.

Order of values: AmpC detergent	Giardia FBPA inh	HCMV inh	HCV inh	AmpC inh no detg	Sm TGR block
1. CCOC(=O)N1CCN(CC(=O)c2ccc(O)c(C)c2O)CC1
    -11.9%	0.5%	?	-3.5%	-22.5%	-8.6%
2. CCOC(=O)c1cnc2ccc(C(=O)OC)cc2c1NCc1ccco1
    -8.6%	2.8%	/	8.6%	-23.5%	-33.0%
3. O=S(=O)(c1ccc(F)cc1)c1nc(-c2ccco2)oc1Nc1ccc(F)cc1
    ?	-6.1%	-73.6*	?	-25.3%	-3.1%
4. O=C1CCC(C(=O)N2CCCCO2)CN1CCc1ccccc1 (centres undefined)
    -4.4%	15.5%	5.7	13.0%	-7.9%	-1.0%
5. CC(C)(C)CN1C(=O)C(=O)NC[C@@H]1Cc1ccc(O)cc1
    2.8%	11.8%	-0.3	22.2%	-23.8%	27.3%
6. O=C(CC(=O)NCc1ccccc1)NCc1ccccc1
    5.4%	-4.8%	57.0	-8.1%	-17.7%	-17.3%
7. CN(c1ccc(C(=O)Nc2ccccc2C(=O)N2CCOCC2)cc1)S(C)(=O)=O
    7.4%	1.3%	-26.8	9.2%	-11.1%	-12.0%
8. CN(C)c1cccc(C(=O)OCCNC(=O)c2cccc(S(=O)(=O)N3CCOCC3)c2)c1
    -7.0%	2.1%	-20.1	10µM*	53.7%	-3.9%
9. O=C(N/C=N/O)C(c1ccccc1)c1ncc(C(F)(F)F)cc1Cl (centres undefined)
    0.6%	2.8%	-33.4	-7.9%	-17.1%	14.4%
10. CC(NS(=O)(=O)c1ccccc1)C(=O)NC1CCCC1 (centres undefined)
    6.1%	/	5.0	11.4%	321.9%[activator]	-10.8%
11. Cn1c(NC(=O)C2c3ccccc3Oc3ccccc32)cc(=O)n(C)c1=O
    -0.2%	-2.9%	-4.0	3.1%	29.3%	4.3%
12. Cc1cc(Nc2cccc(C(=O)O)c2)n2ncnc2n1
    -17.7%	-15.6%	32.5	29.4%	1.9%	-2.5%
13. CNC(=S)N(Cc1ccc(Cl)cc1)Cc1cccs1
    5.2%	-1.5%	3.1	-4.6%	-23.9%	13.2%
14. c1ccc(SCc2nc3ccccc3[nH]2)nc1
    ?	-9.5%	27.7	13.1%	-15.5%	-1.2%
15. CCC(C)(C)n1nnnc1C(c1ccc(N(C)C)cc1)N1CCN(C2CCCCC2)CC1 (centres undefined)
    -1.2%	-3.2%	-1.4	-0.3%	-5.9%	22.4µM*
16. O=S(=O)(/N=C(/Nc1nc2ccccc2s1)c1ccccc1)c1ccc(F)cc1
    -1.9%	/	-3.8	5.7%	-20.4%	4.7%
17. CCn1c(CCNC(=O)c2ccc(C)cc2)nnc1SCc1ccc(Cl)c(Cl)c1
    -11.7%	-0.8%	-30.3	5.5%	0.4%	-13.7%
18. COc1cccc(C(=O)N2CCCN(C)CC2)c1OC
    -14.7%	0.8%	10.0	13.8%	-12.2%	12.0%
19. Cc1ccc(C2(C)NC(=O)N(CC(=O)N3c4ccccc4NC(=O)CC3C)C2=O)cc1 (centres undefined)
    -1.3%	/	-14.0	11.2%	20.6%	-15.3%
20. Cc1nnc(OCc2nc3ccccc3n2C)c2ccccc12
    -6.7%	-0.6%	2.0	-3.2%	7.1%	-1.1%
21. CCNC(=O)CC1C(=O)N(c2ccc(OC)cc2)C(=O)N1Cc1ccc(OC)cc1 (centres undefined)
    -2.7%	0.4%	53.7	6.3%	-0.8%	2.2%
22. O=c1n(Cc2ccccc2)nc2n1-c1ccccc1SC2
    3.4%	4.6%	36.5	10.9%	-30.1%	13.3%
23. Cc1cc(N2CCOCC2)cc(C)[n+]1[O-]
    1.3%	8.2%	117.7	0.8%	-7.6%	7.4%
24. CC1=NN(C(N)=S)C(=O)C1N=Nc1cccc([N+](=O)[O-])c1 (centres undefined)
    -8.0%	27.3%	-10.5	0.7%	-8.8%	-7.1%
25. CCOc1ccccc1NC(=O)Nc1cc(C(=O)NCc2ccc(C)cc2)ccc1N1CCCC1
    13.6%	/	-84.9*	/	/	4.4%
26. CCC(C)(NC(=O)c1ccc2c(c1)OCO2)C(=O)NC1CCCCC1 (centres undefined)
    1.1%	4.5%	-17.8	4.3%	-8.2%	-3.1%
27. N#CNC1=NCN(CCc2ccccc2)CN1
    ?	5.6%	-19.0	15.5%	-22.4%	3.2%
28. O=C(CN1CCN(Cc2ccccc2)CC1)Nc1cccc(Br)c1
    -7.3%	1.3%	-14.0	-22.3%	109.5%[activator]	-10.7%
29. COc1ccc(C2SCCN2C(=S)Nc2cccc(Cl)c2)cc1 (centres undefined)
    -7.4%	-8.1%	?	?	-22.9%	-5.3%
30. CC(=O)Nc1ccc(-c2nnc(SCC(=O)c3ccc([N+](=O)[O-])cc3)o2)cc1
    0.7%	/	7.9	/	/	10.2%
31. CC(NC(=O)C1CCN(S(=O)(=O)c2ccc(Br)s2)CC1)c1ccccc1 (centres undefined)
    -1.0%	14.5%	-13.4	-7.1%	-14.4%	-9.9%
32. COc1cccc(S(=O)(=O)NCc2ccc(C(=O)Nc3ccc(Cl)cc3)cc2)c1
    -0.1%	1.3%	?	?	-28.9%	1.9%
33. O=c1oc2ccccc2n1Cc1ccccc1F
    0.1%	11.1%	80.6	5.2%	-7.4%	-12.1%
34. CCCN1CCN(CCCNC(=O)CCNC(=O)Cn2ccc3ccccc3c2=O)CC1
    1.6%	8.9%	31.8	29.4%	-13.0%	-7.6%
35. O=C(c1ccc(Cl)cc1)N1CCC(C(=O)N2CCN(c3ncccn3)CC2)CC1
    -3.7%	/	0.0	0.0%	14.8%	-10.4%
36. O=c1c2ccccc2nc2n1CCCS2
    1.0%	0.8%	8.7	-12.3%	-7.9%	6.2%
37. Cc1ccc(/C=C2/SC(=O)N(CC(=O)N3CCOCC3)C2=O)s1
    -14.5%	5.7%	6.1	31.8%[activator]	-4.8%	-5.7%
38. CCOC(=O)c1c(NC(=O)CSc2n[nH]c(-c3ccco3)n2)sc(C)c1C
    -9.5%	-19.0%	37.1	?	-11.7%	?
39. O=C(N/N=C/c1ccsc1)c1ccccn1
    -2.0%	-23.3%	36.7	-0.1%	-17.6%	14.5%
40. Cc1cc(SCC(=O)OCC(=O)N2CCCC2=O)c(C)cc1Br
    ?	/	0.6	0.6%	55.6%	-4.6%

Rewritten with one line to a screen: entries from further up
35) O=C(c1ccc(Cl)cc1)N1CCC(C(=O)N2CCN(c3ncccn3)CC2)CC1
36) O=c1c2ccccc2nc2n1CCCS2
33) O=c1oc2ccccc2n1Cc1ccccc1F
26) CCC(C)(NC(=O)c1ccc2c(c1)OCO2)C(=O)NC1CCCCC1 (centres undefined)
37) Cc1ccc(/C=C2/SC(=O)N(CC(=O)N3CCOCC3)C2=O)s1
assay / compound | 35 | 36 | 33 | 26 | 37
AmpC detergent | -3.7% | 1.0% | 0.1% | 1.1% | -14.5%
Giardia FBPA inh | / | 0.8% | 11.1% | 4.5% | 5.7%
HCMV inh | 0.0 | 8.7 | 80.6 | -17.8 | 6.1
HCV inh | 0.0% | -12.3% | 5.2% | 4.3% | 31.8%[activator]
AmpC inh no detg | 14.8% | -7.9% | -7.4% | -8.2% | -4.8%
Sm TGR block | -10.4% | 6.2% | -12.1% | -3.1% | -5.7%

Further structures
Order of values: AmpC detergent	Giardia FBPA inh	HCMV inh	HCV inh	AmpC inh no detg	Sm TGR block
41. CCOc1ccc2nc(SCc3ccccc3C#N)sc2c1
    ?	-1.1%	93.0	-12.2%	-10.4%	12.0%
42. CCCN1Cc2cccc(C(=O)N3CCN(c4ccccc4)CC3)c2C1=O
    -9.9%	3.8%	-23.0	2.7%	-6.7%	-3.3%
43. COc1ccc(NC(=O)Cc2ccc(C)c(C)c2)cc1S(=O)(=O)N1CCCCC1
    /	/	-28.6	?	-15.9%	/
44. CCOC(=O)C1=C(C)NC(=O)NC1c1ccc(NC(C)=O)cc1 (centres undefined)
    -12.8%	6.1%	43.8	0.4%	-21.1%	3.2%
45. CC(=O)Nc1cccc(NC(=O)CSc2ncc(-c3ccccc3)[nH]2)c1
    ?	-1.0%	24.2	-1.6%	-24.4%[11.4 µM]	4.5%
46. CCc1ccc(NC(=O)Cn2c(=O)n(CCCCC(=O)NCCc3ccccc3)c(=O)c3ccccc32)cc1
    28.3%	/	5.1	/	/	3.0%
47. CCc1ccc(/C=C(/C#N)C(N)=S)cc1
    1.9%	-3.1%	17.0	-6.9%	?	-9.6%
48. Cc1noc(C)c1S(=O)(=O)N(CC(=O)NCc1ccccc1Cl)c1ccc(C(C)C)cc1
    3.5%	/	-62.0*	/	/	0.4%
49. CCOC(=O)c1sc2nc3c(cc2c1N)COC(C(C)C)C3 (centres undefined)
    0.1%	4.0%	-24.0	-8.2%	-6.9%	14.5%
50. Cc1ccccc1OCCn1c(-c2ccc(Cl)cc2)nc2ccccc2c1=O
    9.9%	/	31.3	/	/	-0.7%
51. CCOC(=O)c1cc2c(=O)n3ccccc3nc2n(CCCOC)c1=NC(=O)c1cccnc1
    -10.4%	-1.2%	/	12.2%	-12.0%	-6.0%
52. Cc1ccc(Nc2nnc(SCC(=O)NCC3CCCO3)s2)cc1 (centres undefined)
    /	/	-5.5	1.6%	-28.3%	/
53. COc1ccc(C[C@H]2CN3C(=NC[C@@H]3C(C)C)N2C[C@H](C)NC(=O)c2ccc(C)c(Br)c2)cc1
    2.2%	3.3%	-37.3	-8.8%	61.2%[activator]	14.6%
54. CCOc1ccc(NC(=O)C2CCCN2C(=O)NC2CCCCC2)cc1 (centres undefined)
    1.7%	/	?	4.4%	-4.7%	0.6%
55. Cc1cc(NCc2ccccc2)n2ncnc2n1
    -0.1%	-0.5%	-21.8	-16.2%	-20.2%	/
56. CCN(CC)C(=O)c1ccc(NC(=O)c2sccc2-c2ccccc2)cc1
    3.5%	-4.1%	-1.0	6.8%	39.9%	-10.6%
57. CCOC(=O)N1CCC(N2Cc3cccc(C(=O)NCc4ccccc4OC)c3C2=O)CC1
    ?	-7.4%	38.1	-11.4%&1.5%	150.0%[activator]	-8.1%
58. CCC(C)C(=O)Nc1cccc(SC)c1 (centres undefined)
    1.6%	/	/	/	-6.9%	/
59. O=C(Nc1ccc(S(=O)(=O)Nc2nccs2)cc1)c1nn(-c2ccc(F)cc2)ccc1=O
    1.3%	-19.0%	-4.4	19.7%	10µM*	-4.6%
60. O=C(C1=C[C@@H](c2ccccc2)C[C@@H](OCCCCO)O1)N1CCOCC1
    3.5%	-5.0%	9.7	13.3%	10.9%	39.8µM*
61. COCc1[nH][nH]c(=O)c1/C=N/N1CCOCC1
    ?	?	-7.3	4.2%	-18.1%	8.8%
62. CCOC(=O)c1[nH]c2ccccc2c1NC(=O)CCN1CC(C)OC(C)C1 (centres undefined)
    -4.3%	-2.4%	-2.5	20.2%	-20.9%	0.0%
63. O=C(COc1ccccc1)Nc1nc(-c2ccncc2)cs1
    -14.6%	/	-13.2	-8.7%	-46.3%	5.5%
64. CCC(C)[C@H](NC(=O)N1CC(=O)Nc2ccccc21)C(=O)N[C@H](Cc1ccccc1)C(=O)O (some centres undefined)
    -3.5%	-2.7%	6.3	-1.0%	-15.1%	-3.0%
65. O=C(Nc1cccc(Cl)c1)c1ccc2c(=O)n3c(nc2c1)CCCCC3
    -9.8%	1.2%	-26.2	8.91µM*	-23.1%	4.4%
